Screening results from PubChem BioAssay.
IL-1B inflam inh: inflammasome signaling inhibition, IL-1 beta readout; activity change, % at 57.5 µM; 360,000 tested, 4.7% active; THP-1 LPS/ATP IL-1B secretion, AlphaLISA, 16 h; hits give low values; in the data active means activity change below about -50%; inconclusive means mostly about -30% to -49%; further: on the % scale 0 is the no-effect control and ±100 the full control effect
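Secreted IL-1B measured by AlphaLISA bead assay after 16 h compound exposure of THP-1 cells; compounds (final up to 57.5 uM) added 1 h before LPS (250 ng/mL) and ATP (1.25 mM) stimulation; lower signal means less secretion.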
HT1080 IDH1KD tx: HT-1080 IDH1 knockdown cell toxicity (counter line). AID 686971. Potency, µM (titrated, usually from 46.1 µM), for inactives: at the top dose activity, negative = toxicity, usual class: cytotoxic. 360,000 tested, 2% active. HT-1080 IDH1 knockdown viability, ATP luminescence, 48 h;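 further: potency means the concentration at half of the fitted maximal effect; 0% = DMSO wells and -100% = cell-free medium wells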
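% activity derives from luminescence (CellTiter-Glo), normalised to DMSO and no-cell wells. HT-1080-IDH1KD cells, 750/well, had 48 h compound exposure at 37 °C.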
DRD3 agonist: D3 dopamine receptor (human) agonism. P35462. D3R DiscoveRx beta-arrestin cells, luminescence, 90 min. max activation, %. 410,000 tested, 0.58% active; in the data active means max activation above about 30%; further: 0% is about no effect; mostly tested at two doses, the higher about 12 µM
Target sequence (P35462 whole entry, looked up): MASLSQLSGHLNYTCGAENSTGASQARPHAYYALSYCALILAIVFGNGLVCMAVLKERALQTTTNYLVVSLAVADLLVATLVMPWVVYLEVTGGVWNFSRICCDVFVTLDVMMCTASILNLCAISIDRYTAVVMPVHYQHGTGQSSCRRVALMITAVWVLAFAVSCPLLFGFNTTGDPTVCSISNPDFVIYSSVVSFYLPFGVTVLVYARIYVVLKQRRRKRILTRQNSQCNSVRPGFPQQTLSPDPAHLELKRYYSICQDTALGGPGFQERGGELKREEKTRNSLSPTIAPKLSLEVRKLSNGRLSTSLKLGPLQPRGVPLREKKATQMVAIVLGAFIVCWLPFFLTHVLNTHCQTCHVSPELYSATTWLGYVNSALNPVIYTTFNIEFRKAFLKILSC
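Agonist mode: compounds and dopamine controls were applied to plated cells for 90 min at 37 degrees C after an overnight attachment at 1500 cells/well. Luminescent read-out followed 30 - 60 minutes at room temperature with DiscoveRx detection reagent.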
MCF10A rerep: DNA re-replication induction in MCF 10a cells; MCF 10A DNA re-replication, Hoechst nuclear intensity, 48 h; Potency, µM (top dose mostly 46.1 µM), inactives show top-dose activity, positive = re-replication, hits mostly activators; 350,000 tested, 2.9% active; AID 624296; further: potency means the concentration at half of the fitted maximal effect; % of control where 0% means no effect; nearly all actives have a fitted effect of over 50% in size
SW480 rerep: inducers of DNA re-replication in SW480 colon cancer cells. 340,000 tested, 1.8% active. SW480 DNA re-replication, Hoechst DNA content imaging, 48 h. AID 624297. Potency, µM (titrated, usually from 46.1 µM), without a hit: at the highest dose re-replication activation, usual class: activators; further: potency means the concentration at half of the fitted maximal effect; % of control where 0% means no effect; nearly all actives have a fitted effect of over 55% in size
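Per well, 250 cells were exposed to pinned compound for 48 hr. Nuclear DNA was visualised with Hoechst (40 min, 37 C) and total object intensity recorded by fluorescence scanning.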
KB-V1 cytotox: kills drug-selected multidrug resistant KB-V1 cells; Potency, µM (doses to about 46.1 µM), for inactives: top-dose activity change, negative = cytotoxicity, most hits filed as cytotoxic; KB-V1 MDR cells viability, CellTiter-Glo, 72 h; 400,000 tested, 3.4% active; further: potency means the concentration at half of the fitted maximal effect; on the % scale 0 is the no-effect control and ±100 the full control effect; nearly all actives have a fitted effect of over 60% in size
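In this primary screen, KB-V1 cells overexpressing P-gp are incubated with library compounds (lowest to highest concentration) for 72 h at 37 degrees C before a luminescent ATP viability read.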
HEK293 tox: cytotoxicity counter-screen for GLP-1 receptor inverse agonists; HEK293 cAMP-luciferase reporter cells, luminescence, 24 h; Potency, µM (titrated, usually from 38.3 µM), inactives show top-dose activity change, negative = inhibition, actives largely listed as inhibitors; 410,000 tested, 0.13% active; AID 624418;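 further: loss of luciferase light is scored as toxicity; potency means the concentration at half of the fitted maximal effect; on the % scale 0 is the no-effect control and ±100 the full control effect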
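MLSMR compounds, 24 hr on cells at 37 deg C/5% CO2; luminescence after luciferase reagent (12 min RT). Inhibition counted as the undesired cytotoxic outcome.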
HT1080NT lethal: kills 2HG-producing HT-1080-NT fibrosarcoma cells; HT-1080-NT fibrosarcoma viability, CellTiter-Glo ATP luminescence, 48 h; Potency, µM (series often up to 46.1 µM), without a hit: at the top dose activity, negative = less viability, most hits filed as cytotoxic; 360,000 tested, 1.6% active; AID 686970;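 further: NT is the 2HG producing partner of a matched IDH1 knockdown line; potency means the concentration at half of the fitted maximal effect; 0% = DMSO-treated cells and -100% = media-only wells without cells; nearly all actives have a fitted effect of over 55% in size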
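750 cells/well, RPMI + 5% FBS; 2 h settle, compound pin-transfer, 48 h at 37 degrees C. CellTiter-Glo 10 min RT, luminescence. Normalized to DMSO and media-only wells.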
KB-3-1 cytotox: kills parental KB-3-1 adenocarcinoma cells. KB-3-1 viability, CellTiter-Glo ATP luminescence, 72 h. Potency, µM (doses to about 46.1 µM), for inactives: top-dose activity change, negative = cytotoxic, actives largely listed as cytotoxic. 400,000 tested, 1.4% active; further: potency means the concentration at half of the fitted maximal effect; on the % scale 0 is the no-effect control and ±100 the full control effect; nearly all actives have a fitted effect of over 60% in size
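Parental KB-3-1 adenocarcinoma cells in phenol-red-free DMEM with 10% FBS were pin-treated with compounds at several concentrations, incubated 72 h at 37 °C, and viability read by CellTiter-Glo luminescence; concentration-effect curves were fitted after normalization.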
An asterisk follows results filed as active; ? = inconclusive; / = no result given; [ ] = another dose, or the depositor's remark. Unless noted, the call rests on the fitted dose curve; in most records, active means well fitted curve in the direction sought with a large enough effect; inconclusive means small, poorly fitted or top-dose-only effect, or another doubt; inactive means no such curve, though single readings can be large; an effect the other way counts as inactive or inconclusive.

SMILES	IL-1B inflam inh	HT1080 IDH1KD tx	DRD3 agonist	MCF10A rerep	SW480 rerep	KB-V1 cytotox	HEK293 tox	HT1080NT lethal	KB-3-1 cytotox
COc1ccc(S(=O)(=O)N(CC(=O)NCc2ccco2)c2ccccc2)cc1OC	11	-8%	0	-11%	1%	0%	1%	-2%	9%
O=C(C1CC1)N1CCc2cc(Br)cc(S(=O)(=O)N3CCN(c4ccccc4F)CC3)c21	/	/	-4	/	/	11%	0%	/	0%
CC1CCCN(C(=O)CSc2ncccn2)C1 (stereo not given)	27	7%	3	-15%	-4%	3%	-10%	-1%	-3%
CCCCOC(=O)c1ccc(NC(=O)C2CCCO2)cc1 (stereo not given)	?	-1%	-5	2%	0%	-4%	-20%	-3%	18%
O=C(c1ccccc1)C1Oc2ccccc2C2CC(c3cccs3)=NN12 (stereo not given)	-16	-16%	-9	2%	8%	?	2%	-20%	-6%
Clc1ccccc1-c1nc2ccccc2c2nncn12	26	-3%	2	-5%	-5%	7%	-29%	0%	-11%
COC1(OC)N=C(N)C2(C#N)C(c3ccc(F)cc3)C12C#N (stereo not given)	9	8%	-1	-6%	0%	20%	6%	5%	9%
Cc1cccc2cc(/C=N/NC(=O)CN3CCOCC3)c(Cl)nc12	3	1%	2	-1%	-5%	18µM*	6%	2%	29%
Cc1cc(C)n(-c2nc3c(c(=O)[nH]c(=O)n3C)n2CC(O)c2ccccc2)n1 (stereo not given)	18	13%	-6	-1%	0%	0%	0%	7%	9%
COCc1cc(C)nc(SCC[N+](C)(C)CC(=O)Nc2cccc(C)c2)c1C#N	-17	-3%	-8	0%	-8%	1%	6%	-5%	8%
N#CCCN(Cc1ccccc1)C(=O)c1cccs1	/	7%	4	-1%	17%	-17%	-2%	10%	3%
CC1=C(C(=O)Nc2ccccn2)C(c2ccc(N(C)C)cc2)n2ncnc2N1 (stereo not given)	-28	0%	-17	0%	-6%	-12%	1%	1%	6%
O=S(=O)(NNc1ccc(F)cc1F)c1cccc(Cl)c1	-11	?	1	7%	1%	-12%	0%	-25%	-11%
COc1ccc(OC)c(Cc2nnc(CCC(=O)NC3CCCCC3)o2)c1	-1	3%	-5	6%	-9%	9%	-31%	3%	1%
Cc1ccc(C)c(S(=O)(=O)N2CCCCC2CCNC(=O)C(=O)NCc2ccccc2)c1 (stereo not given)	-19	?	-30	?	?	?	0%	?	26µM*
CC(C)(C)NC(=O)CSC(=Nc1cccc(F)c1)NC#N	-97*	-8%	-11	5%	-2%	26%	-17%	1%	-1%
CCN(CC)C(=O)c1sc2c(c1C)c(=O)n(-c1ccc(Cl)c(Cl)c1)c(=O)n2Cc1cc(=O)n2ccccc2n1	/	/	-16	/	/	-29%	0%	/	-5%
Cc1ccc(-c2cc(C(F)(F)F)n3nc(-c4ccc(Cl)cc4)cc3n2)cc1	/	/	0	/	/	24%	23%	/	20%
Cc1cccc(NC(=O)CN2c3ccccc3S(=O)(=O)c3ccccc32)c1C	/	/	-5	/	/	2%	12%	/	7%
O=c1[nH]c2ccccc2nc1/C=C/c1ccc(O)cc1	-76*	-24%	5	8.2µM*	18µM*	?	216%[activator]	-1%	-21%
O=C(CCc1ccccc1)N/N=C\C1CC=CCC1 (stereo not given)	-6	9%	-7	7%	1%	-8%	-2%	15%	2%
Cc1ccc(NC(=O)N2CCC(C(N)=O)CC2)cc1	16	-1%	1	?	14%	24%	-6%	4%	-3%
CSc1ccccc1NC(=O)c1noc2c1CCC2	19	-5%	15	?	-2%	?	-18%	7%	4%
COc1cccc(/C=C/C(=O)OCC(=O)c2ccc3c(c2)NC(=O)CO3)c1OC	6	3%	4	?	2%	-21%	-12%	2%	-4%
CCN(CC)c1ccc(NC(=O)CCNC(=O)c2ccco2)cc1	27	1%	5	9%	?	1%	0%	-4%	10%
Cc1ccc(O)c(NC(=O)c2ccco2)c1	-3	-5%	1	2%	1%	-2%	-16%	-14%	-8%
Cn1nc(NC(=O)CC(C)(C)CC(=O)O)c2ccccc21	23	-11%	5	0%	-12%	6%	-7%	0%	12%
Cc1ccc(S(=O)(=O)NCC2CCCO2)cc1[N+](=O)[O-] (stereo not given)	0	-3%	-7	6%	-1%	25%	51%[activator]	-3%	-8%
COc1cccc(C(O)c2nc(-c3cncnc3)cs2)c1 (stereo not given)	-18	0%	-10	/	/	23%	2%	3%	0%
Cc1cc(C)n2c(Br)c(CSc3nc4ccccc4o3)nc2n1	31	2%	3	6%	-5%	21µM*	-7%	-5%	-15%
Cc1ccccc1N(C(=O)c1snc(C(N)=O)c1N)C(C(=O)NC1CCCC1)c1ccco1 (stereo not given)	14	-1%	5	?	8%	?	2%	-2%	-6%
CS(=O)(=O)c1sc2nc(-c3ccccc3)cc(-c3ccccc3)c2c1N	-68*	-23%	-7	?	11µM*	0%	212%[activator]	-20%	0%
CC(OC(=O)c1ccc2c(c1)C(=O)N(Cc1ccncc1)C2=O)C(=O)Nc1cccc(Cl)c1Cl (stereo not given)	2	7%	-16	-1%	1%	?	8%	29%	7%
O=c1cnc2ccccc2n1CC1CCCCC1	-21	-3%	18	-4%	8%	-17%	-12%	3%	-2%
COc1ccccc1NC(=O)CSc1nnc(-c2ccncc2)o1	-8	-1%	2	?	-6%	-10%	-10%	-15%	-4%
CN(C)S(=O)(=O)c1ccc(NC=O)cc1	-4	1%	8	3%	2%	1%	5%	-3%	22%
CN(C(=O)c1cccc(NC(=O)Cc2ccc(NC(=O)C3CCCN(C(=O)C4CCC4)C3)cc2)c1)C1CCCCC1 (stereo not given)	22	-1%	14	?	-23%	0%	-1%	6%	0%
N#Cc1c(N2CCN(C(=O)c3ccccc3)CC2)nc(-c2ccccc2)c2c1CCCC2	?	?	10	?	4%	?	-35%	?	?
COc1ccc(CC(N)c2csc(NC(=O)c3ccccc3OC)n2)cc1 (stereo not given)	-7	-29%	2	/	/	0%	13%	?	0%
COc1cccc(C(c2cccc(OC)c2)c2ccccc2C(=O)O)c1	12	14%	2	10%	-1%	-3%	0%	7%	0%
COCCN(Cc1ccccc1)C(=O)c1cccc(S(=O)(=O)N2CCCc3ccccc32)c1	25	-28%	-5	-5%	1%	-28%	7%	-20%	-25%
CC1(C)CC(=O)c2cc3c(nc2C1)CC(C)(C)CC3=O	11	3%	1	0%	1%	20%	47%[activator]	3%	17%
CCC1(C)Cc2ccccc2-c2nc(NCCO)[nH]c(=O)c21 (stereo not given)	3	-2%	-7	16%	-10%	?	18%	-4%	2%
Cc1ccc(NC(=O)CN(C)C(=O)CSc2nc3ccccc3o2)cc1	22	13%	-6	-13%	-3%	-6%	-11%	9%	3%
O=C(CN1c2cccc3cccc(c23)S1(=O)=O)NCc1ccc(F)cc1	?	-6%	-6	18%	8%	-23%	8%	-1%	3%
CC1(c2ccc3c(c2)OCCO3)NC(=O)N(CC(=O)Nc2c(F)cccc2F)C1=O (stereo not given)	-12	7%	17	-1%	13%	-1%	1%	6%	-5%
COc1ccc(-c2ccc(SCc3ccccn3)nn2)cc1OC	-56*	-1%	-2	?	-60%[inhibitor]	?	-8%	7%	0%
CC(=O)c1cccc(NC(=O)COC(=O)c2cccc(N3C(=O)c4ccccc4C3=O)c2)c1	11	21%	8	0%	0%	20%	9%	9%	-3%
O=C1NC2(CCCCC2)C(=O)N1c1cccc(Cl)c1	-8	-2%	-7	1%	?	3%	3%	0%	7%
Cn1cccc1C(=O)OCC(=O)NCc1cccs1	8	4%	0	0%	-1%	15%	1%	7%	3%
O=C(Nc1cnccn1)c1csc2ccccc12	-9	?	-2	6%	-3%	11%	2%	-2%	-18%
CSCCC(NC(=O)c1ccco1)C(=O)OCc1cc([N+](=O)[O-])cc2c1OCOC2 (stereo not given)	33	5%	-4	12%	-12%	15%	-7%	-2%	8%
CCCCN1CC(C)(C)Oc2cccc(F)c2S1(=O)=O	-2	4%	14	-3%	0%	28%	-6%	4%	-7%
CC(C)C[C@H](CO)Nc1nc(N(C)c2cccc(Cl)c2)c2ncn(C(C)C)c2n1	?	?	-24	-1%	15%	0%	-18%	?	0%
CNC(=O)c1nn(-c2ccc(C)cc2)ccc1=O	21	13%	3	5%	4%	15%	1%	3%	1%
COc1ccc(OC)c(NC(=O)CSc2ccccc2)c1	-2	-1%	2	9%	-3%[9.22 µM]	8%	-10%	2%	-2%
CC1(C)CC(=O)C(/C=N/c2ccccn2)=C(O)C1	10	-4%	2	16%	?	-9%	-27%	-4%	-8%
O=C(COc1cc2oc(=O)c3c(c2cc1Cl)CCC3)NCCCN1CCCC1=O	-23	-3%	-7	-10%	-8%	8%	-12%	6%	?
CCc1ccc(OCC(=O)NCc2nc(-c3cccc(C)c3)no2)c(Br)c1	/	/	-24	/	/	?	-1%	/	2%
CCOC(=O)[C@@H]1[C@H]2COc3ccc(Br)cc3[C@@H]2N2C(=O)N(c3ccc(C(F)(F)F)cc3)C(=O)[C@]12C	-9	6%	16	-1%	2%	-8%	7%	-4%	-10%
CN(Cc1ccccc1)C(=O)CSc1n[nH]c(N)n1	-4	1%	1	4%	0%	6%	11%	1%	16%

Taken from above:
MCF10A rerep with O=C(Nc1cnccn1)c1csc2ccccc12 : 6%
DRD3 agonist with CCc1ccc(OCC(=O)NCc2nc(-c3cccc(C)c3)no2)c(Br)c1 : -24
KB-3-1 cytotox with COc1ccc(OC)c(NC(=O)CSc2ccccc2)c1 : -2%

Compounds were not picked by outcome (roughly 11% active in at least one column).
